FEN1 inhibitor – blocks human flap endonuclease 1. Potency, µM (doses to about 114 µM), for the others: top-dose activity change, negative = inhibition, usual class: inhibitors. 0.35% of 390,000 active. P39748. Recombinant FEN1 flap cleavage, fluorescence, 15 min; further: nearly all actives have a fitted effect of over 65% in size
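Recombinant FEN1 (10 nM) was preincubated with pin-transferred compounds for 15 min at room temperature, then flap DNA substrate (50 nM final) was added. Plates were read at 0 and 15 min, and normalized concentration–response data were fitted to a four-parameter Hill equation.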
KAT2A inh – blocks human GCN5L2 histone acetyltransferase | GCN5L2 HAT assay, ThioGlo1 CoA-SH fluorescence | Potency, µM (top dose mostly 58.9 µM), for the others: top-dose activity change, negative = inhibition, actives largely listed as inhibitors | 0.21% of 390,000 active | Q92830
Target sequence (Q92830 whole entry, looked up): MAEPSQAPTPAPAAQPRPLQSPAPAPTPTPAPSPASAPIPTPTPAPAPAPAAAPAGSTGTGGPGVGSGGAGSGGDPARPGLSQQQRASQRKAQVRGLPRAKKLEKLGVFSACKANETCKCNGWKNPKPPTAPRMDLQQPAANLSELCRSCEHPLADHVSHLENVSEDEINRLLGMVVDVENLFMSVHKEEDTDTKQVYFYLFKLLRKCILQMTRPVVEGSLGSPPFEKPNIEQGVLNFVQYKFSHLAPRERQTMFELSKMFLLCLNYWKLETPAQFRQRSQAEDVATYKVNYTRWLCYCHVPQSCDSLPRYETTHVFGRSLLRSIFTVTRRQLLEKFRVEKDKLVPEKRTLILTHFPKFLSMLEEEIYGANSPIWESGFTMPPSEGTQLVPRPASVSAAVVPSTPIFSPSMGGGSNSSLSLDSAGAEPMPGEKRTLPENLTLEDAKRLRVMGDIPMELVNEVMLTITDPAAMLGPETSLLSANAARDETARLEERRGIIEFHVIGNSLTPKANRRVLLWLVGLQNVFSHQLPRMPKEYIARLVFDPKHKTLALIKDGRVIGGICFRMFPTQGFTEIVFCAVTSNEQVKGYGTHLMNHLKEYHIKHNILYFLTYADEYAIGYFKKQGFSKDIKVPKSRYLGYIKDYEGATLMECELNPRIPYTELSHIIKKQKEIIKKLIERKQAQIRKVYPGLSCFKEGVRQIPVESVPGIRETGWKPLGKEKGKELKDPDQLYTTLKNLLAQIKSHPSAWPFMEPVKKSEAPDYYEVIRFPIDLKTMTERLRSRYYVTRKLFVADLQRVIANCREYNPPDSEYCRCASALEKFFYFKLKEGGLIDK
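GCN5L2 (20nM final) in 50mM HEPES, 0.1mM EDTA pH 7.5, 0.01% Tween-20 was preincubated 15 min at room temperature with compound, then given ThioGlo1 (50uM), H3(1-25) peptide (75uM) and acetyl-CoA (70uM); CoA-thiol fluorescence (Ex340/Em540) was read at 0 and 20 min.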
TDP1 cell CPT – DT40-hTDP1 cell growth loss with CPT | 12% of 420,000 active | Potency, µM (series often up to 46.2 µM), inactives show top-dose activity change, negative = growth inhibition, most hits filed as inhibitors | chicken DT40 Tdp1-/-;hTDP1 cells + 20 nM CPT, ATP luminescence, 48 h | AID 686979; further: nearly all actives have a fitted effect of over 55% in size
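Cell growth measured by CellTiter-Glo luminescence after a minimum 48 h, 37 C compound exposure with 20 nM CPT in Tdp1-knockout DT40 cells stably expressing hTDP1, seeded 400/well; qHTS titration format.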
Numbers without * were called inactive; u = inconclusive; x = not tested or not shown; & = joins results of further samples; ! = not confirmed by another sample. The call rests on the fitted dose curve; in most records, active means well fitted curve in the direction sought with a large enough effect; inconclusive means small, poorly fitted or top-dose-only effect, or another doubt; inactive means no such curve, though single readings can be large; an effect the other way counts as inactive or inconclusive. On the % scale 0 is the no-effect control and ±100 the full control effect; potency means the concentration at half of the fitted maximal effect. These rows are one share of the data; the hit share may differ from the screen's.

SMILES	FEN1 inhibitor	KAT2A inh	TDP1 cell CPT
CCNc1oc(/C=C/c2ccc(OCC)cc2)nc1C#N	0.9%	-0.8%	7.31µM*
CCOC(=O)N1CCN(c2nc(-c3ccco3)cc(C(F)(F)F)n2)CC1	9.8%	3.98µM*	u
Cc1cccc(-n2nnnc2SCC(=O)N(CC(C)C)c2c(N)n(CC(C)C)c(=O)[nH]c2=O)c1	-2.4%	-5.2%	10.5%
Cc1cccc(N2CCN(C(=S)c3ccc4c(c3)OCO4)CC2)c1	6.7%	x	6.51µM*
COc1ccc(/C=N\NC(=O)c2c(C)nc3ccc(Br)cn23)cc1	2.4%	-9.7%	0.581µM*
COc1ccc(NC(=O)c2cccn2-c2nnc(N3CCCCC3)s2)c(OC)c1	2.3%	-3.0%	u
Cc1[nH]c2ccc(-c3nnc(SCC(=O)c4ccccc4F)o3)cc2c1C	-7.0%	-4.8%	-71.7%
Cc1ccc(N(CC(=O)NC2CCCCC2)C(=O)CNC(=O)c2ccco2)cc1F	-1.1%	-1.0%	8.0%
COC(=O)c1scc(C)c1NC(=O)Cc1ccccc1	2.3%	-10.8%	9.4%
Cc1ccc(NC(=O)c2ccccc2)cc1OC(=O)c1ccccc1	-8.9%	-14.7%	-5.6%
COC(=O)c1sccc1NC(=O)CSc1cc(Cl)ccc1Cl	-4.5%	-0.2%	-5.1%
O=C(NCCCn1ccnc1)Nc1cccc(Cl)c1	2.8%	-20.8%	4.4%
COc1cc(C(C[N+](=O)[O-])c2c(C)[nH]c3ccccc23)cc(OC)c1OC (stereo not given)	12.5%	-7.9%	u
COC(=O)c1cc(OCC(=O)NC2CCCc3ccccc32)cc(C(=O)OC)c1 (stereo not given)	0.8%	-2.8%	2.3%
Cc1cccc(NC(=O)c2cc(N3C(=O)CCC3=O)ccc2Cl)n1	12.0%	0.7%	-5.5%
CCN1C(=NCCOC)N[C@@H](c2cccs2)C(C(=O)OC)=C1C	-14.6%	0.7%	-2.7%
O=C(c1ccccc1)N1CCN(Cc2ccccc2Br)CC1	-5.6%	-4.4%	u
Cn1/c(=N/NC(=O)c2ccccc2F)sc2ccccc21	4.4%	-2.8%	15.3%
COC(=O)[C@H](Cc1ccccc1)NC(=O)N1CCN(c2ccccc2)CC1	-0.9%	3.5%	-12.3%
CC(C(=O)NC1CCCC1)N(C(=O)c1ccc(-c2ccccc2)[nH]1)c1ccccc1F (stereo not given)	u	-14.6%	-17.7%

Sorted by length of the SMILES (largest number first): some entries from above
SMILES	FEN1 inhibitor	KAT2A inh	TDP1 cell CPT
Cc1cccc(-n2nnnc2SCC(=O)N(CC(C)C)c2c(N)n(CC(C)C)c(=O)[nH]c2=O)c1	-2.4%	-5.2%	10.5%
CC(C(=O)NC1CCCC1)N(C(=O)c1ccc(-c2ccccc2)[nH]1)c1ccccc1F (stereo not given)	u	-14.6%	-17.7%
COc1cc(C(C[N+](=O)[O-])c2c(C)[nH]c3ccccc23)cc(OC)c1OC (stereo not given)	12.5%	-7.9%	u
Cc1ccc(N(CC(=O)NC2CCCCC2)C(=O)CNC(=O)c2ccco2)cc1F	-1.1%	-1.0%	8.0%
COC(=O)c1cc(OCC(=O)NC2CCCc3ccccc32)cc(C(=O)OC)c1 (stereo not given)	0.8%	-2.8%	2.3%
COc1ccc(NC(=O)c2cccn2-c2nnc(N3CCCCC3)s2)c(OC)c1	2.3%	-3.0%	u
CCOC(=O)N1CCN(c2nc(-c3ccco3)cc(C(F)(F)F)n2)CC1	9.8%	3.98µM*	u
COc1ccc(/C=N\NC(=O)c2c(C)nc3ccc(Br)cn23)cc1	2.4%	-9.7%	0.581µM*
Cc1cccc(NC(=O)c2cc(N3C(=O)CCC3=O)ccc2Cl)n1	12.0%	0.7%	-5.5%
Cc1cccc(N2CCN(C(=S)c3ccc4c(c3)OCO4)CC2)c1	6.7%	x	6.51µM*
Cc1ccc(NC(=O)c2ccccc2)cc1OC(=O)c1ccccc1	-8.9%	-14.7%	-5.6%
COC(=O)c1sccc1NC(=O)CSc1cc(Cl)ccc1Cl	-4.5%	-0.2%	-5.1%
Cn1/c(=N/NC(=O)c2ccccc2F)sc2ccccc21	4.4%	-2.8%	15.3%
O=C(c1ccccc1)N1CCN(Cc2ccccc2Br)CC1	-5.6%	-4.4%	u
CCNc1oc(/C=C/c2ccc(OCC)cc2)nc1C#N	0.9%	-0.8%	7.31µM*
COC(=O)c1scc(C)c1NC(=O)Cc1ccccc1	2.3%	-10.8%	9.4%
O=C(NCCCn1ccnc1)Nc1cccc(Cl)c1	2.8%	-20.8%	4.4%

(further entries)
SMILES	FEN1 inhibitor	KAT2A inh	TDP1 cell CPT
O=C(NCC1CC1)c1onc(CSc2ccccc2)c1C(=O)NCC1CC1	-6.8%	x	u
CCOC(=O)c1cccc(NC(=O)CSc2ncc3c(n2)-c2ccccc2N(C)S3(=O)=O)c1	8.3%	1.6%	-1.2%
COc1ccc(CC(=O)Nc2nc3n(n2)C(c2ccccc2)CC(=O)N3)cc1OC (stereo not given)	2.6%	-2.9%	-7.8%
Cc1ccc(NC2=Nc3ccccc3N3C2=Nc2c(c(C)nn2-c2ccccc2)C3c2ccc(O)c(O)c2)cc1 (stereo not given)	5.7%	-8.4%	u
COc1ccc2ccccc2c1/C=N/NC(=O)c1cc(C)[nH]n1	11.1%	-4.6%	8.2µM*
COc1ccc(S(=O)(=O)NCC2CCCN(Cc3ccccc3C)C2)cc1 (stereo not given)	-4.6%	2.4%	-1.9%
C=CCC1CCCC(=O)N2CCCC12 (stereo not given)	-2.6%	-1.6%	-15.2%
CCN(CC(=O)NC(C)C)C(=O)Cc1ccc(C)c(C)c1	-2.8%	-2.0%	0.6%
CCOC(=O)CNC(=O)c1c2c(nc3ccccc13)CCCC2	-2.9%	-6.1%	-1.4%
COc1ccc(OC)c(NC(=O)C(C)N2c3cccc4cccc(c34)S2(=O)=O)c1 (stereo not given)	0.7%	-7.3%	1.9%
CN(Cc1ccccc1)C(=O)c1cccc(NC(=O)Cc2ccc(NC(=O)C3CCCN(C(=O)C4CCC4)C3)cc2)c1 (stereo not given)	12.4%	x	u
O=C(O)C(c1ccccc1)C1(O)CC2CCC1C2 (stereo not given)	-0.6%	x	0.0%
COc1ccc(CCn2c(=O)c3cccnc3n(Cc3ccc([N+](=O)[O-])cc3)c2=O)cc1OC	-2.4%	0.2%	u
CCCN(CC(=O)Nc1ccccc1OC)C(=O)Cn1[nH]c(=O)c2ccccc2c1=O	5.5%	-1.3%	-18.3%
Cc1cc(C)n(-c2nc3ccccc3nc2Nc2cc(Cl)ccc2C)n1	7.3%	0.5%	-2.9%
CCOc1ccc(C(=O)COC(=O)c2cccc(-n3cnnn3)c2)cc1	-3.5%	-21.1%	u
COc1cccc(CNC(=O)CSc2ccc(-c3cccs3)nn2)c1	9.3%	-14.3%	-0.1%
Cc1cc(C)cc(-n2ncc3c2CCCC3NC(=O)C2CCC2)c1 (stereo not given)	17.5%	-35.8%	-14.1%
CNC(=S)N(CCc1c(C)[nH]c2ccc(OC)cc12)Cc1ccco1	6.2%	-0.3%	-15.8%
Nc1nc(-c2ccc(Oc3ccccc3)cc2)c(CC(=O)O)s1	10.1%	-0.8%	-0.4%
CCNS(=O)(=O)c1ccc(NC(=O)Cn2cc([N+](=O)[O-])cn2)cc1	-3.4%	-4.6%	10.9%
CCOC(=O)N1CCN(CC(O)COc2cc(C)ccc2C(C)C)CC1 (stereo not given)	-7.6%	0.0%	-29.0%
CCOC(=O)C1CCCN(S(=O)(=O)c2ccc(F)c(C(=O)Nc3ccc(F)c(F)c3)c2)C1 (stereo not given)	-14.3%&-13.1%	-1.7%&-5.3%	23.1µM*!
Cc1ccc(C2(c3ccc(C)cc3)NC(=O)N(Cc3c(C)noc3C)C2=O)cc1	-17.7%	-11.1%	u
Cn1c(=O)c(C(=O)NCc2ccccc2)c(O)c2ccccc21	2.2%	-13.2%	u
O=C(NC(=S)Nc1ncc(Br)cc1Br)c1ccccc1	5.9%	-1.0%	u
CCOC(=O)CNC(=S)N(Cc1ccccc1)Cc1cccs1	-9.0%	-8.2%	0.1%
Cc1cccc(NC(=O)CSc2nc3[nH]c(=O)cc(O)c3s2)c1	-1.5%	-13.5%	-2.5%
CC1(c2nnc(Cc3ccccc3)o2)CC(c2ccc(C#N)cc2)=NO1 (stereo not given)	1.8%	x	u
O=C(Nc1ccccc1)OCc1cn(-c2ccc(Cl)cc2)nn1	-10.6%	-19.1%	-8.6%
CC(CCc1ccccc1)NC(=O)COC(=O)c1ccccc1O (stereo not given)	21.3%	-1.9%	2.6%
Cc1occc1C(=O)Nc1ccccc1C#N	19.5%	u	-6.7%
CCS(=O)(=O)C1=NSC2=NC(=O)/C(=C\c3ccc(OC(=O)c4ccco4)cc3)C(=N)N21	-1.0%	-4.3%	-28.6%
Cc1ccc(-n2ccnc2SCC(=O)c2c(N)n(C3CC3)c(=O)[nH]c2=O)cc1C	-14.4%	2.3%	-14.6%
CCOc1ccccc1NC(=O)Cn1nnc2sc3c(c2c1=O)CCC(C(C)(C)C)C3 (stereo not given)	-7.0%	-18.5%	14.6µM*
CC(=O)N(Cc1ccc(Br)cc1)c1cccc(C)c1C	-18.3%	-27.5%	-2.3%
Cc1nn(-c2ccccc2)c(OC(=O)c2ccc(Cl)cc2)c1S(=O)(=O)c1ccccc1	-22.8%	-0.1%	-4.0%
Cc1cc(C(=O)Nc2ccc(C(C)C)cc2)c2c(C)nn(-c3ccccc3)c2n1	0.7%	22.1%	x
Cc1cccc(NC(=S)N2CCn3cccc3C2c2cccnc2)c1 (stereo not given)	-11.5%	-2.4%	-19.2%
O=C(CN1CCN(c2ccc(O)cc2)CC1)Nc1cc(S(=O)(=O)N2CCCCC2)ccc1Cl	-15.0%	1.6%	10.3µM*
CCOC(=O)c1nnc(-c2ccccc2)nc1Oc1ccccc1Cl	5.7%	-10.9%	-26.7%
Cc1cccc2c1Sc1ccc(Cl)cc1CC2N1CCNCC1 (stereo not given)	u	x	16.4µM*
CCC(C(=O)OC)n1cnc2c(nnn2-c2cccc(OC)c2)c1=O (stereo not given)	15.9%	-0.7%	-8.0%
CN(C)c1ccc(C2C3CCCc4ccccc4C3=NN2C)cc1 (stereo not given)	-19.5%	-6.0%	u
O=C(NC(O)C(=O)c1ccccc1)c1ccccn1 (stereo not given)	-0.3%	-0.7%	23.1µM*
NC(=O)c1cc[n+](CC(=O)NC(=O)Nc2ccccc2)cc1	-7.2%	0.5%	4.0%
CCN(CC)c1ccc(/C=N/Nc2nc(C)cc(C)n2)c(O)c1	-18.7%	2.4%	4.11µM*
CCc1ccccc1NC(=O)c1cnc2n(c1=O)CCS2	-4.6%	-6.4%	5.8%
CCC(C(=O)O)N1C(=O)/C(=C/c2cccn2C)SC1=S (stereo not given)	-4.6%	-2.4%	0.0%
COc1ccccc1NC(=O)C1=C(C)Nc2ncnn2C1c1ccc(C)o1 (stereo not given)	8.1%	-1.7%	0.3%
COc1cc(NC(=O)NCCn2nnc3cc(S(=O)(=O)N(C)C)ccc32)cc(OC)c1	-3.3%	-1.2%	-24.3%
CCOc1ccc(-c2cn3c(n2)sc2cc(C(=O)NCCCN4CCCCCC4)ccc23)cc1	-3.8%	-9.5%	5.8µM*
CCC(=O)OC1(C)C(=O)C2=COC(c3ccc(OC)cc3)=CC2=C(Br)C1=O (stereo not given)	-13.5%	-2.5%	13.6%
COCCSc1nc(N)c(NC(=O)c2ccco2)c(=O)[nH]1	-4.0%	-1.9%	11.1%
COc1ccccc1NC(=O)CCn1c(=O)sc2ccccc21	-6.1%	-4.6%	-3.0%
